MIN6 prolif: MIN6 beta-cell proliferation induction; MIN6 cells proliferation, ATPlite luminescence, 48 h; cells starved in 0.2% serum; 100% = growth in 10% serum; proliferation, % at 10 µM; 0.29% of 330,000 active; AID 2380;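 active = compounds whose signal lies at least 3.5 SD above the mean of all wells on their plate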;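 also: 0% = DMSO-treated cells in low-serum medium and 100% = 10% serum control; some compounds called inactive have numbers as strong as hits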
tim10-1 inh: growth inhibitors of tim10-1 mutant yeast | 2.2% of 330,000 active | AID 463190 | S. cerevisiae tim10-1 ts strain growth, BacTiter-Glo, 24 h | inhibition, % at 20 µM;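 active = inhibition of at least 40%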;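 also: mutant grown at 25 °C; 0% = DMSO wells with yeast and 100% = wells holding no yeast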
GRIN3A LBD mod: modulators (binders) of human NR3A ligand-binding domain. NR3A LBD differential scanning fluorimetry, Tm shift; 0% = protein alone, 100% = glycine-bound protein. Tm shift relative to glycine control, % at 25 µM. 2.5% of 340,000 active. AID 1259313;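 active = melting temperature shift of at least 10% of the positive control shift, at one fixed dose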
tim23-1 inh: growth inhibitors of tim23-1 mutant yeast | 1.3% of 330,000 active | S. cerevisiae tim23-1 growth, BacTiter-Glo luminescence, 24 h | inhibition, % at 20 µM;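 active = growth inhibition of the mutant yeast at or above 50%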;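 also: temperature-sensitive mutant grown at 25 °C; plate controls were DMSO-treated mutant yeast for no effect and medium wells lacking yeast for full effect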
APJ agonist: APJ receptor agonism. activation, % at 20 µM. CHO-K1 APJ PathHunter beta-arrestin, luminescence; 0% DMSO wells, 100% apelin. P35414. AID 2520. 0.11% of 330,000 active;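 active = activation more than six SD over the plate average, tested at 20 µM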;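 also: 0% = DMSO alone and 100% = apelin-13 at 10 nM; some results filed as inactive read as strong as hits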
Target sequence (P35414 whole entry, looked up): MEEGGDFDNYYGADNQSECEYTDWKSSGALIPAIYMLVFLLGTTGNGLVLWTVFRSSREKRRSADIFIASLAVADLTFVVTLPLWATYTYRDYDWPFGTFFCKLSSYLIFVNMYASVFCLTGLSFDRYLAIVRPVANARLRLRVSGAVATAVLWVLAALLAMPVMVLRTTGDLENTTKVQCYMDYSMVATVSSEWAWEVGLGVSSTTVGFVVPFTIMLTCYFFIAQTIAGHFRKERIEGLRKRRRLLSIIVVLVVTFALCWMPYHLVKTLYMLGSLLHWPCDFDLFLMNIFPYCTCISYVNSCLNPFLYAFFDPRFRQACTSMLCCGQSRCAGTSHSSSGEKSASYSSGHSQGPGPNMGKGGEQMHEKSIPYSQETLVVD
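Material: engineered CHO-K1 APJ arrestin reporter cells; amount: 1000 CHO-K1 reporter cells seeded per well; incubation: compound stimulation 90 min at 25 °C, detection 60 min; signal: luminescent beta-gal fragment complementation, chemiluminescent substrate; read-out basis: APJ agonist activity; controls: DMSO-only wells as negative, 10 nM Apelin-13 as positive control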
APJ antag: APJ receptor antagonism; P35414; CHO-K1 APJ beta-arrestin complementation, luminescence; inhibition, % at 20 µM; 0.32% of 330,000 active;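 active = inhibition above about 40% at 20 µM, limit read from the data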;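 also: cells challenged with 10 nM apelin-13 agonist together with compound; plate controls were apelin-13 plus DMSO wells for no effect and DMSO wells lacking apelin-13 for full effect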
NALP3 yeast inh: inhibitors of NALP3 inflammasome in yeast; Yeast reconstituted NLRP3/ASC/caspase-1, beta-gal luminescence, 24 h; inhibition, % at 10 µM; 0.39% of 330,000 active;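 active = inhibition of 50% or more; inactive = inhibition below 50%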;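 also: plate controls were induced DMSO wells for no effect and uninduced yeast grown without galactose for full effect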
TIM10 inh: inhibits growth of TIM10 yeast strain | S. cerevisiae TIM10 strain growth, BacTiter-Glo luminescence, 24 h | inhibition, % at 10 µM | 1.4% of 330,000 active | AID 463195;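 active = inhibition of 40% or more at the single tested concentration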;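 also: wild-type TIM10 isogenic control strain grown at permissive 25 °C; 0% = DMSO yeast wells and 100% = minimal medium wells without yeast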
MPTP block: blocks calcium-induced mitochondrial swelling; isolated mouse mitochondria, Ca2+ swelling absorbance, 30 min; 1.4% of 360,000 active; inhibition, % at 10 µM; AID 602449;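 active = inhibition of 50% or more, scaled per plate between neutral and stimulator controls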;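 also: 0% = DMSO wells given calcium and 100% = 1 mM EGTA wells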
* hit, by the source's call; nt = not tested or not shown; & = joins results of further samples.

Structure	MIN6 prolif	MPTP block	tim23-1 inh	APJ antag	tim10-1 inh	APJ agonist	TIM10 inh	GRIN3A LBD mod	NALP3 yeast inh
COc1ccc(O)c(/C=N/NC(=O)CCC(=O)Nc2cccc(C)c2)c1	-1	0.6	-3	-20	-10	-4	9	4	0
CCOc1ccc(C(C(=O)NC2CCCC2)N(Cc2ccccc2)C(=O)c2nsc(Cl)c2Cl)cc1 (stereo unspecified)	-4	-0.8	31	6	22	-4	15	-2	12
O=C(CCc1ccccc1)Nc1nc2n(n1)C(c1ccccc1)CC(=O)N2 (stereo unspecified)	-2	0.2	-8	0	-2	-5	-15	0	3
CN(C)c1ccc(C(=S)N2CCN(S(=O)(=O)c3ccccc3)CC2)cc1	2	3.0	21	15	40*	0	19	0	-4
Cc1ccc2cccc(OCC(=O)c3cc(C)n(Cc4ccco4)c3C)c2n1	-6	nt	16	-15	31	-1	15	nt	8
COc1cccc(-c2cc(C(=O)Nc3ccc([N+](=O)[O-])cn3)c3ccccc3n2)c1	0	4.0	12	-12	22	-1	18	-1	38
C/C(=N/O)c1no[n+]([O-])c1/C(C)=N\O	0	4.0	10	1	-6	1	5	1	-4
COc1ccc(C(=O)N2CCN(S(=O)(=O)c3ccc(Cl)cc3)CC2)cc1OC	-1	1.5	9	10	16	0	16	0	1
COc1ccc(-c2nc(CN3CCN(c4ncccn4)CC3)c(C)o2)cc1C	-3	-0.6	22	2	8	-2	15	0	17
Cc1ccc(C)c(N/N=C2\CCCNC2=O)c1	0	0.7	17	13	2	-1	-2	1	9
COC(=O)c1cc(=O)nc2sc(-c3ccccc3)nn12	1	35	0	-2	2	-5	11	0	5
O=C(Nc1ccc(S(=O)(=O)Nc2ncccn2)cc1)c1nn(Cc2ccccc2)c(=O)c2ccccc12	-2	0.5	24	-21	11	-1	15	-3	19

Entries of single compounds, looked up by structure. Values in the order: MIN6 prolif, MPTP block, tim23-1 inh, APJ antag, tim10-1 inh, APJ agonist, TIM10 inh, GRIN3A LBD mod, NALP3 yeast inh
Cc1ccc2cccc(OCC(=O)c3cc(C)n(Cc4ccco4)c3C)c2n1 across the screens: -6, nt, 16, -15, 31, -1, 15, nt, 8
CCOc1ccc(C(C(=O)NC2CCCC2)N(Cc2ccccc2)C(=O)c2nsc(Cl)c2Cl)cc1 (stereo unspecified) across the screens: -4, -0.8, 31, 6, 22, -4, 15, -2, 12
COC(=O)c1cc(=O)nc2sc(-c3ccccc3)nn12 across the screens: 1, 35, 0, -2, 2, -5, 11, 0, 5
C/C(=N/O)c1no[n+]([O-])c1/C(C)=N\O across the screens: 0, 4.0, 10, 1, -6, 1, 5, 1, -4

New compounds follow:
Structure	MIN6 prolif	MPTP block	tim23-1 inh	APJ antag	tim10-1 inh	APJ agonist	TIM10 inh	GRIN3A LBD mod	NALP3 yeast inh
COc1cccc(N2CCN(C(=O)CN(c3cc(C)cc(C)c3)S(=O)(=O)c3c(C)noc3C)CC2)c1	-4	-0.6	17	9	26	-6	12	2	-3
COc1ccc(C(CC(=O)N2CCCC2)C(C)C)cc1 (stereo unspecified)	-1	0.0	3	15	7	-3	18	0	7
COc1ccccc1Nc1nc(C)nc2c1oc1ccccc12	10*	-0.4	19	16	17	-3	34	4	3
Cc1sc(NC(=O)c2ccco2)c(C(c2cccnc2)N2CCC(C)CC2)c1C (stereo unspecified)	-5	0.8	40	8	37	-1	39	-1	-9
O=C(Nc1ccc(C(=O)O)cc1)/C(=C\c1ccccc1)NC(=O)c1ccccc1	-5	0.0	11	8	15	-1	-1	-1	-12
Cc1ccccc1-n1nc2c(c1NC(=O)c1cccc(F)c1)CS(=O)C2 (stereo unspecified)	-4	-1.0	27	-79	17	-1	5	2	21
C=CCNC(=O)NC(=O)COC(=O)/C(C#N)=C/c1cc(C)n(CCC(C)C)c1C	1	0.3	-17	5	8	-4	9	-3	3
O=[N+]([O-])c1ccc(COP(=O)(O)OCc2ccc([N+](=O)[O-])cc2)cc1	0	2.1&-2.3	10	-19	-15	2	-5	-1	6
CCC(C(=O)OC)n1cnc2c(nnn2-c2cccc(OC)c2)c1=O (stereo unspecified)	-5	0.2	-1	-24	8	-3	-23	2	2
Cc1ccc(-c2cc(C(F)F)n3ncc(C(=O)N4CCN5CCCC5C4)c3n2)cc1 (stereo unspecified)	-7	3.7	11	25	0	-3	0	0	0
CCOC(=O)C1=C(C)Nc2nc(C)nn2C1c1ccc(OC)c(OC)c1 (stereo unspecified)	-1	-0.9	8	16	11	-3	-1	-2	-3
CCn1cc(/C=C(\NC(=O)c2ccccc2)C(=O)NCCCN2CCOCC2)c2ccccc21	5	-1.3	-7	19	-2	2	4	0	13
COc1ccccc1-n1c([S-])c(C(=O)Nc2ccccc2C(F)(F)F)[n+]2ccc(C(=O)NCCO)cc12	-1	-1.5	-5	-7	12	2	14	-14	2
COCCCNC(=O)CN(CCc1ccccc1)S(=O)(=O)c1ccccc1	-2	-1.3	11	0	23	-2	0	0	-2
O=C1Nc2ccc([N+](=O)[O-])cc2C1(O)N1CCCCCC1 (stereo unspecified)	2	-0.5	16	6	12	1	13	2	18

By substructure: the entries above containing a Cl atom.
Structure	MIN6 prolif	MPTP block	tim23-1 inh	APJ antag	tim10-1 inh	APJ agonist	TIM10 inh	GRIN3A LBD mod	NALP3 yeast inh
CCOc1ccc(C(C(=O)NC2CCCC2)N(Cc2ccccc2)C(=O)c2nsc(Cl)c2Cl)cc1 (stereo unspecified)	-4	-0.8	31	6	22	-4	15	-2	12
COc1ccc(C(=O)N2CCN(S(=O)(=O)c3ccc(Cl)cc3)CC2)cc1OC	-1	1.5	9	10	16	0	16	0	1

Pulled by compound from the entries so far, 2 records:
Structure	MIN6 prolif	MPTP block	tim23-1 inh	APJ antag	tim10-1 inh	APJ agonist	TIM10 inh	GRIN3A LBD mod	NALP3 yeast inh
Cc1ccccc1-n1nc2c(c1NC(=O)c1cccc(F)c1)CS(=O)C2 (stereo unspecified)	-4	-1.0	27	-79	17	-1	5	2	21
CCn1cc(/C=C(\NC(=O)c2ccccc2)C(=O)NCCCN2CCOCC2)c2ccccc21	5	-1.3	-7	19	-2	2	4	0	13

High-throughput results: PubChem BioAssay, Sanford-Burnham Center for Chemical Genomics
